# High-throughput results deposited in PubChem by NCI.
# All columns: NCI-60 one-dose screen, growth in % after 48 h at 10 µM unless noted; 100 = growth as untreated, 0 = no growth, -100 = all killed.
# M14 = M14 melanoma; 80,000 compounds, 6.2% hits; AID 1794745
# EKVX = EKVX NSCLC; 71,000 compounds, 3% hits; AID 1794765
# A549/ATCC = A549/ATCC NSCLC. 81,000 compounds, 3.7% hits. AID 1794740
# HOP-62 = HOP-62 NSCLC; AID 1794735; 80,000 compounds, 3.9% hits
# UACC-257 = UACC-257 melanoma; AID 1794764; 78,000 compounds, 4.4% hits
# UACC-62 = UACC-62 melanoma. 81,000 compounds, 5.4% hits. AID 1794756
# MALME-3M = MALME-3M melanoma; 78,000 compounds, 5.8% hits; AID 1794766
# HOP-92 = HOP-92 NSCLC cells; 71,000 compounds, 6.3% hits
# Starred values were filed as active, the others as inactive; . = no result given. Rule for the calls: active = growth percent below 10; inactive = the rest.
(1) O=C1CN(Cc2ccc(C(=O)NO)cc2)C(=O)[C@@H](Cc2c[nH]c3ccccc23)N1
(2) O=C1C(=O)c2c(nc3ccc(Cl)cn23)-c2ccccc21
(3) O=C(O)COCC(=O)O
(4) CCOC(=O)C(=Cc1cccc(Cl)c1)C(=O)OCC
(5) CNC(=O)c1cc(N2CCc3cc(NC(=O)Nc4ccc(Cl)c(Cl)c4)ccc32)ccn1
(6) Clc1cccc(-c2nc(-c3cccs3)no2)c1
(7) Clc1ccc(Cl)c(Cc2cc(Cl)ccc2Cl)c1
(8) C=C1CC[C@H](C(C)C)[C@@H]2[C@H]1[C@H]1CC(=C)[C@@H](O)CC[C@@](C)(O)[C@@H]2O1
(9) Cc1ccc(C2=NN(C=O)C(c3cn(Cc4ccc(Cl)cc4)c4ccccc34)C2)cc1 (stereo not drawn)
(10) O=C1CCC23OC(C(O)c4ccccc4N12)C(O)C3O (stereo not drawn)
compound no.,1,2,3,4,5,6,7,8,9,10
M14,94.2,-98.7*,110.8,11.9,.,105.2,113.1,98.6,93.3,112.3
EKVX,106.3,-95.6*,.,78.7,85.3,85.4,.,98.1,80.5,107.6
A549/ATCC,96.6,-80.8*,91.6,46.9,76.3,94.1,96.2,86.2,91.3,97.1
HOP-62,102.2,-87.9*,103.1,85.2,87.0,97.8,84.7,84.3,99.7,110.8
UACC-257,96.1,-93.3*,87.9,26.1,79.8,110.0,101.1,86.2,92.5,99.6
UACC-62,95.4,-100.0*,111.0,-9.2*,78.9,89.8,94.4,92.8,89.7,101.9
MALME-3M,94.6,-81.8*,83.6,-27.5*,68.3,.,96.3,98.0,80.5,96.5
HOP-92,104.0,-79.8*,72.4,13.2,88.9,.,.,86.3,79.1,100.4

(11) COc1ccc(S(=O)(=O)Cl)cc1
(12) N#Cc1c(Cl)nc(SCC(=O)N2CCN(c3cc4c(cc3F)c(=O)c(C(=O)O)cn4C3CC3)CC2)nc1-c1ccc(Cl)cc1
(13) COC1=CC2C(O)c3ccccc3N3C(=O)CCC23C=C1 (stereo not drawn)
(14) CCOC(=O)N1Cc2cc3ccccc3nc2C1
(15) COC(=O)c1sc2nc(CN3CCCc4ccccc43)[nH]c(=O)c2c1C
(16) O=[N+]([O-])c1ccc(/C=N/c2nnc(-c3ccccc3)o2)cc1
(17) Cc1c(C(=O)NCCCC(=O)NO)sc2ncnc(Nc3ccc(NC(=O)Nc4ccccc4)cc3)c12
(18) C#C[C@]1(O)CC[C@H]2[C@@H]3CC=C4c5sc(-c6ccc(Br)cc6)nc5CC[C@]4(C)[C@H]3CC[C@@]21C
(19) CCSC(SCC)C(OC(C)=O)C(OC(C)=O)C(OC(C)=O)C(COC(C)=O)OC(C)=O (stereo not drawn)
(20) O=S(=O)(O)c1cc(O)c2c(N=Nc3ccc(Nc4ccccc4)c4c(S(=O)(=O)O)cccc34)cc(S(=O)(=O)O)cc2c1
compound no.,11,12,13,14,15,16,17,18,19,20
M14,101.8,99.7,95.2,108.9,102.1,102.0,99.1,92.6,99.1,103.0
EKVX,99.2,100.4,99.9,.,95.3,101.5,93.2,103.6,102.3,103.2
A549/ATCC,85.2,101.2,106.3,109.7,.,93.0,99.7,110.7,93.4,100.9
HOP-62,93.0,99.1,112.1,90.0,97.8,102.3,100.1,106.6,92.8,100.5
UACC-257,99.4,94.7,109.7,115.1,35.9,101.9,104.2,113.9,95.8,95.6
UACC-62,98.6,97.6,98.7,87.5,86.9,97.4,99.2,97.1,92.3,105.0
MALME-3M,91.2,103.3,88.8,97.3,99.5,107.9,104.6,108.6,104.7,129.5
HOP-92,101.6,104.1,114.7,83.9,84.6,88.4,121.8,.,98.6,100.7

(21) COCCOc1cc2ncnc(N3CCN(S(=O)(=O)c4ccccc4Cl)CC3)c2cc1OCCOC
(22) OCCNc1nc(O)c(/C=c2\ccc3c(c2)N=CC=3)s1
(23) Cc1ccc2nc(C)cc(Nc3cccc(C(F)(F)F)c3)c2c1
(24) Cc1ccccc1OCC(O)COc1ccccc1C
(25) O=Cc1ccccc1C(=O)O
(26) C#CCn1c2c(c3ccccc31)C[C@]1(C)[C@H]3C(=O)C=C4[C@@H]5C[C@@](C)(C(=O)OC)CC[C@]5(C)CC[C@@]4(C)[C@]3(C)CC[C@H]1C2(C)C
(27) COc1ccc2nc(SCC(=O)Nc3ccccc3)[nH]c2c1
(28) COc1cc2nc(Sc3ncccc3C(=O)O)n(-c3ccccc3)c(=O)c2cc1OC
(29) CCN(CC)CCNC(=O)c1cc(S(C)(=O)=O)ccc1OC
(30) CC(=O)OCC1CC2CC(O)C1C2 (stereo not drawn)
compound no.,21,22,23,24,25,26,27,28,29,30
M14,71.9,97.8,96.5,98.5,100.8,106.7,92.2,110.8,105.1,103.5
EKVX,90.9,102.1,.,101.1,94.0,89.4,74.3,96.7,102.8,.
A549/ATCC,86.7,105.1,91.3,84.2,.,96.6,76.0,120.5,.,98.5
HOP-62,90.4,94.3,97.6,96.2,96.7,98.8,93.5,106.5,118.6,113.6
UACC-257,83.5,99.5,99.2,89.2,.,101.1,79.7,119.0,.,103.5
UACC-62,61.0,90.5,79.4,81.9,100.1,84.8,68.6,97.2,101.9,96.6
MALME-3M,67.9,85.3,107.8,88.5,102.7,97.5,97.1,107.2,106.8,106.0
HOP-92,75.6,114.8,78.2,93.9,101.1,100.6,90.1,.,.,.

(31) OCCCN1CCN(CCO)CC1
(32) O=C(CI)Nc1ccc2oc(=O)c(C(=O)O)cc2c1
(33) O=C(O)CCCC(=O)O
(34) CC(=O)Nc1ccc(/C=C2\SC(=S)N(/C=C(\C(C)=O)C(N)=O)C2=O)cc1
(35) Clc1ccc(SCNc2cccc(Cl)c2)cc1
(36) O=C1C2C3C=CC(CC3)C2S(=O)(=O)C2C3C=CC(CC3)C12 (stereo not drawn)
(37) CCN(CC)CC(O)COc1c(Br)c(Br)c(Br)c2c1OC(C)(C)C2 (stereo not drawn)
(38) CCCCOC(=O)c1ccc(NC(=O)CN2CCOCC2)cc1
(39) Fc1ccc(N(c2nc(Cl)nc(Cl)n2)c2nc(Cl)nc(Cl)n2)cc1
(40) Cc1c(Cl)cccc1N1C(=O)C=CC1=O
compound no.,31,32,33,34,35,36,37,38,39,40
M14,98.3,98.2,106.1,81.0,86.2,112.4,41.3,100.9,.,106.4
EKVX,.,121.3,.,94.2,.,111.5,105.4,94.4,.,117.0
A549/ATCC,93.2,112.1,97.9,84.9,70.8,102.6,132.5,87.9,98.6,105.5
HOP-62,111.8,107.8,97.7,82.5,112.6,105.7,96.8,80.9,97.6,102.2
UACC-257,93.5,126.1,87.9,87.8,103.7,96.4,140.3,94.1,106.4,128.5
UACC-62,103.2,110.1,104.6,87.6,69.4,104.1,-43.7*,78.2,107.6,109.7
MALME-3M,107.6,115.0,83.8,87.8,94.9,.,-30.1*,103.0,87.5,111.7
HOP-92,.,106.1,72.6,68.2,.,110.8,28.1,82.2,99.6,.

# Next part; the last 2 above are carried over.
no.	SMILES	M14	EKVX	A549/ATCC	HOP-62	UACC-257	UACC-62	MALME-3M	HOP-92
39	Fc1ccc(N(c2nc(Cl)nc(Cl)n2)c2nc(Cl)nc(Cl)n2)cc1	.	.	98.6	97.6	106.4	107.6	87.5	99.6
40	Cc1c(Cl)cccc1N1C(=O)C=CC1=O	106.4	117.0	105.5	102.2	128.5	109.7	111.7	.
41	O=C(N/N=C/c1ccc(O)cc1O)c1cccnc1	39.3	.	46.4	43.2	-3.6*	34.2	61.8	56.4
42	O=c1c2ccccc2nc(COc2ccccc2)n1/N=C/c1ccc(F)cc1	98.8	92.1	86.2	105.4	99.8	62.9	115.2	100.4
43	CS(=O)(=O)c1ccc(-n2nc(C(=O)Nc3ccc(S(N)(=O)=O)cc3)cc2-c2ccccc2)cc1	105.9	100.6	104.4	101.0	103.1	91.2	98.8	.
44	c1ccc(CNc2nc(NCc3ccccn3)c3ccccc3n2)nc1	106.9	98.9	100.2	102.0	102.5	101.7	103.2	112.4
45	Nc1nc(N[C@@H]2C[C@H](CO)[C@@H](O)[C@H]2O)nc(=O)[nH]1	110.3	97.1	101.9	105.6	98.7	104.2	113.7	106.3
46	COc1ccccc1-n1c(Cc2cccc3ccccc23)nnc1SCC(=O)O	93.3	.	101.3	98.7	98.5	102.7	95.4	95.9
47	CC1(C)OC2OC(C3COC(=O)O3)C(OC(=O)c3ccccc3)C2O1 (stereo not drawn)	109.7	103.4	103.9	102.3	105.4	99.7	103.9	.
48	N=c1ccccn1CCO	101.9	120.7	99.3	110.1	104.8	98.1	111.5	96.5
49	N=C1SCC(=O)N1c1ncc(Cc2cccc(Cl)c2Cl)s1	105.3	100.5	101.3	101.2	95.8	90.2	100.4	107.6
50	COc1ccc(/C(=N\N)C(=O)c2ccccc2)cc1 (tested in a mixture with another compound)	123.9	91.4	90.4	100.2	90.8	92.8	105.6	82.7
51	CCOC(=O)C1C(=O)N(c2ccccc2CC)C(=O)C(C#N)=C1c1ccc(Cl)cc1 (stereo not drawn)	101.7	86.8	84.6	95.7	105.7	66.0	90.4	64.0
52	CC1(C)CC(=O)c2cc(O)ccc2O1	97.2	103.4	97.0	100.2	100.2	93.7	104.8	96.8
53	CNS(=O)(=O)c1c(N)ncn1C	97.7	94.6	103.9	99.7	106.3	93.7	90.6	100.2
54	CC(=O)Nc1ccc(-n2c(CO)nc3cc(-c4ccc(O)cc4)ccc32)cc1	97.9	67.2	90.8	84.1	65.7	63.2	75.6	53.9
55	CCOC(=O)C1=C(C)NC(SCc2nnc(-c3ccc(Cl)cc3)o2)=NC1c1ccc(OC)cc1 (stereo not drawn)	100.3	102.7	88.5	91.1	95.4	84.7	94.0	82.4
56	CCCCC/C=C/C(C)=C/C1CC(C)C/C=C/CCC(O)C(OC(N)=O)CCC(C)CC(O)C(C)C(=O)O1 (stereo not drawn)	72.9	91.9	85.0	82.7	88.1	82.0	101.4	24.5
57	CC(=O)NCC1(c2ccccc2)CCN(CC2COc3ccccc3O2)CC1 (stereo not drawn)	92.4	95.9	98.2	89.6	101.4	95.2	98.5	89.1
58	COc1ccc(Cl)cc1C/C=N\NC(=O)c1ccncc1	94.7	89.3	94.4	.	101.7	100.7	107.8	72.0
59	CCNC12CCCCC1(O)Oc1ccccc12 (stereo not drawn)	104.0	86.4	97.3	99.6	97.2	102.2	105.0	90.9
60	C/C(=N\C(N)=S)c1nc2ccccc2n1CCBr	105.4	119.6	106.5	100.8	114.5	85.0	99.2	.
61	CC1=CSC2=NCCCCN12	106.1	.	102.5	102.1	95.4	103.9	100.0	104.4
62	O=C1/C(=C/c2ccccc2[N+](=O)[O-])COc2ccc(O)c(O)c21	.	7.9*	30.8	30.3	-8.6*	-86.6*	-31.6*	-9.8*
63	CC(C)(C)c1nn(-c2ccccc2)c2c1COCN2Cc1ccc(C(F)(F)F)cc1	99.8	96.1	100.0	93.6	119.6	84.0	99.8	101.0
64	O=[N+]([O-])c1ccccc1C(=Nc1ccccc1)c1c(O)cc(O)cc1O	125.1	100.6	91.9	102.3	95.6	96.2	119.3	94.9
65	O=C(O)c1ccc(-c2nn(-c3ccc(C(F)(F)F)cc3)cc2CNc2ccc(C(F)(F)F)cc2)cc1	104.6	98.7	93.1	104.8	108.4	111.1	114.8	109.6
66	CC(C)(C)C(=O)OC[C@H]1O[C@@H](n2c(=O)cc(N)[nH]c2=O)[C@H](O)[C@@H]1O	100.6	100.2	101.4	98.6	93.2	95.3	100.1	107.9
67	O/N=C/c1cc2c(cc1Br)OCO2	106.5	92.9	98.0	106.4	110.6	105.4	109.4	120.1
68	CC(=O)C[n+]1ccccc1Sc1ccc(Cl)cc1	99.3	102.9	84.6	106.6	99.0	84.6	97.1	98.8
69	NC(=O)c1cc(Br)cc(C2CCCCC2)c1O	110.9	96.5	90.6	97.3	111.4	62.3	118.7	80.8
70	O=C(NC(=S)Nc1cc(-c2cccs2)[nH]n1)c1ccco1	96.1	92.5	85.8	91.9	101.4	92.3	96.0	43.8
71	C=CCNC(=O)c1ccccc1	95.2	86.3	104.7	92.2	102.5	93.5	106.3	89.1
72	N#CC(C#N)c1ccnc2ccccc12	98.4	79.6	89.7	86.5	104.6	93.3	109.5	51.1
73	O=C1CCC2(C3CC3)N1CCc1cncn12 (stereo not drawn)	104.9	101.0	104.6	92.9	101.6	100.9	109.9	96.1
74	CC(CC(C#N)NCCNC(C#N)CC(C)CC(C)(C)C)CC(C)(C)C (stereo not drawn)	100.3	104.2	107.9	105.4	117.6	100.3	.	.
75	Cc1ccc2oc(=O)ccc2c1	98.9	110.2	107.1	103.7	106.1	99.6	113.2	.
76	COc1ccc2c(c1)nc(N)c1c3cccnc3cn21	9.3*	66.5	11.8	42.0	67.1	16.0	66.3	.
77	Cc1c/c(=N\NC(=O)Nc2ccc(F)cc2)oc2cc(O)ccc12	107.8	102.3	102.5	99.8	95.3	80.6	100.0	90.3
78	CN(C)CCCN1c2ccccc2Sc2ccc(F)cc21	79.2	71.8	95.5	88.4	89.4	57.0	85.6	23.1
79	CCOC(=O)c1cc(C(=O)c2cc(OC)c(OC)c(OC)c2)n2ncc3ccccc3c12	50.2	94.5	54.8	89.5	57.1	70.2	70.5	81.6

# Quoted at random: 2 entries already listed.
no.	SMILES	M14	EKVX	A549/ATCC	HOP-62	UACC-257	UACC-62	MALME-3M	HOP-92
74	CC(CC(C#N)NCCNC(C#N)CC(C)CC(C)(C)C)CC(C)(C)C (stereo not drawn)	100.3	104.2	107.9	105.4	117.6	100.3	.	.
76	COc1ccc2c(c1)nc(N)c1c3cccnc3cn21	9.3*	66.5	11.8	42.0	67.1	16.0	66.3	.
